Bioassay records as filed in PubChem.
Scp1 inh: inhibitors of human Scp-1 phosphatase; Q9GZU7; Recombinant Scp1, phosphopeptide, malachite green phosphate absorbance; inhibition, % at 20 µM; 0.88% of 340,000 active;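 active means inhibition above about 50% at 20 µM, limit read from the data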;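 further: plate controls were DMSO wells with enzyme for no effect and wells lacking enzyme for full effect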
Target sequence (Q9GZU7 76-261 limits assumed): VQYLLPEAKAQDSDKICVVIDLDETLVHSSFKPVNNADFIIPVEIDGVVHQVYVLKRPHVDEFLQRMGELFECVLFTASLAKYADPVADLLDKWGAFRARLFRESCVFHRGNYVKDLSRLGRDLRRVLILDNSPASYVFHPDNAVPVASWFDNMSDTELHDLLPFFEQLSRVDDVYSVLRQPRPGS
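Incubation: 45 min enzyme reaction at room temperature / System: truncated SCP-1 phosphatase (76-261aa) / Reagent: Phospho 17-mer peptide substrate / Buffer or medium: Acidic Tris acetate buffer with magnesium and detergent / Signal: absorbance at 630 nm / Doses: one concentration, 20 µM, with 1.0% DMSO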
SUMO1-SIM PPI: modulators of human SUMO1-mediated protein-protein interactions; P63165; SUMO1 binding to a labelled peptide, TR-FRET, 1 h; inhibition, % at 20 µM; 0.33% of 360,000 active; AID 602429; in the data active means inhibition above about 37%
STEP inh: STEP (human) phosphatase inhibition | P54829 | recombinant STEP, OMFP fluorogenic substrate, fluorescence | inhibition, % at 20 µM | 0.25% of 360,000 active;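 active means inhibition at 20 µM, scaled per plate between control wells, above about 37%, limit read from the data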;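 further: 0% = DMSO with enzyme and substrate and 100% = substrate only without enzyme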
Target sequence (P54829 whole entry, looked up): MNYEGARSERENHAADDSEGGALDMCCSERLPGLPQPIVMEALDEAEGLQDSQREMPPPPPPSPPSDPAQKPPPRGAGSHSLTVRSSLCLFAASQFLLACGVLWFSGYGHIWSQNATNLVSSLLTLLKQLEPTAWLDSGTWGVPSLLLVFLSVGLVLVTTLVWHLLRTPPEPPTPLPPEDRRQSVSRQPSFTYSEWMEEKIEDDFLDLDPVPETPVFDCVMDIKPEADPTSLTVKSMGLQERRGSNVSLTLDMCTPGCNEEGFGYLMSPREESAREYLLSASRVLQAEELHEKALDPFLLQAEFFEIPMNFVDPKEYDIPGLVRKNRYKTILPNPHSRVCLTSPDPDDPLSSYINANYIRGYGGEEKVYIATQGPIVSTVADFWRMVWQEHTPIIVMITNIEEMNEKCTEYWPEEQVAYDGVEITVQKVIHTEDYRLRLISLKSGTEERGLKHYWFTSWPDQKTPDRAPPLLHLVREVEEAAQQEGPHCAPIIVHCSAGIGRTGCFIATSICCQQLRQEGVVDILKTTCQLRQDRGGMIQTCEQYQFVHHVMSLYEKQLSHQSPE
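Material: STEP (striatal-enriched tyrosine phosphatase) enzyme, cell-free | Medium: 50 mM Bis-Tris pH 6.0 with 2.5 mM DTT and 0.005% Tween 20 | Read-out: Percent inhibition scaled to no-enzyme and uninhibited-enzyme controls, plate-pattern corrected | Signal: Fluorescence read at 480 nm ex / 540 nm em | Times: 20 min reaction, room temperature, in the dark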
MsrA inh: bovine MsrA inhibition. 0.75% of 360,000 active. inhibition, % at 15.5 µM. purified bovine MsrA, absorbance read-out; in the data active means inhibition above about 4.5%;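 further: 0% = vehicle wells with enzyme and 100% = reference inhibitor wells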
DNMT1 block: blocks human DNA methyltransferase DNMT1 | P26358 | DNMT1 molecular beacon, Hinp1I cleavage, fluorescence | inhibition (reported as % activation of signal), % at 10 µM | 0.83% of 360,000 active | AID 588458; in the data active means inhibition above about 50%
Rpn11 block: inhibitors of human proteasome Rpn11 | O00487 | 0.59% of 360,000 active | calls only at 20 µM | AID 588493 | human 26S proteasome, Ub4-pepOG fluorescence polarization; 20S core pre-blocked with epoxomicin;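 active means inhibition at 20 µM, scaled to each plate's controls, above about 33%, limit read from the data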
Target sequence (O00487 whole entry, looked up): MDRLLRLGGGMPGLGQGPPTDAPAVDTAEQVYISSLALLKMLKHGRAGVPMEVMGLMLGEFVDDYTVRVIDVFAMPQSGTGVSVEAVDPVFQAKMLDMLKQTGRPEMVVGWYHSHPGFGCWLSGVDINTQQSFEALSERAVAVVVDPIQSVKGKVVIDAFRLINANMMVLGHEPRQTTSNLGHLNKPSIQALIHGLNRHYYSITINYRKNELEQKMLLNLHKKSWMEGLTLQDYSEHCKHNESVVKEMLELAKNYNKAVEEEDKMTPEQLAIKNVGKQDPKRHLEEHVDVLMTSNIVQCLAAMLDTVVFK
Tb MetRS inh: blocks T. brucei methionyl-tRNA synthetase activity; 0.4% of 360,000 active; purified T. brucei MetRS, ATP depletion, Kinase-Glo luminescence; inhibition, % at 11.9 µM;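 active means inhibition above a per-plate cutoff of the control wells' mean inhibition plus 3 SD, cut at about 5.5% in these data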;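 further: 0% = DMSO wells median and 100% = median of wells with control inhibitor compound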
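Test system – parasite MetRS enzyme · Reagent – substrates ATP, L-methionine and bulk Escherichia coli tRNA · Doses – 11.9 µM compound single dose, 0.9% DMSO · Times – 15 min enzyme-compound preincubation, 2 h reaction, 10 min detection, 25 °C · Signal – Kinase-Glo luminescence, ATP depletion format · Controls – DMSO-only wells as low control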
CSN deneddyl inh: blocks human CSN-mediated cullin deneddylation; Purified CSN, SCF-Nedd8-OG deneddylation, fluorescence polarization; AID 651999; 0.38% of 360,000 active; inhibition, % at 12.5 µM; Q92905;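 active means pattern-corrected inhibition above about 35%, with an unprinted fluorescence ratio check between 0.5 and 1.5, limit read from the data, passing the limit was not always enough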;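 further: 0% = enzyme with substrate and 100% = substrate without enzyme; some results filed as inactive read as strong as hits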
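test system = HEK293T-derived human Csn5 enzyme | amount = 0.24 nM Csn5 enzyme, final concentration | medium = Tris/NaCl/DTT buffer, pH 7.5 | schedule = 90 min reaction at room temperature | signal = FP | evaluation = inhibition of Csn5 cleavage, % | compound dosing = single dose of 12.5 µM compound with 0.25% DMSO | probe or stimulus = 10 nM SCFSkp2-Nedd8OG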
LMPTP block: LMPTP (human) inhibition | 0.22% of 360,000 active | P24666 | inhibition, % at 20 µM | recombinant LMPTP-A, OMFP fluorogenic substrate, fluorescence intensity | AID 651560;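 active means compounds that cut the enzyme signal by at least half of the control window in the single-dose screen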;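 further: plate controls were DMSO wells with enzyme plus substrate for no effect and substrate without enzyme for full effect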
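Test system: LMPTP-A phosphatase enzyme; input: 0.625 nM LMPTP-A final; reagent: OMFP substrate, 400 µM final; compound dosing: 20 µM single dose, 3% DMSO; incubation: 50 min dark incubation at room temperature; measured by: endpoint fluorescence intensity from OMFP dephosphorylation; measure: % inhibition relative to no-enzyme and uninhibited control wells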
NadD inh: inhibitors of Staphylococcus aureus NadD; purified NadD enzyme, colorimetric absorbance read-out; inhibition, % at 20 µM; 0.78% of 360,000 active; AID 602399; in the data active means inhibition above about 26%; further: some compounds past the cut are filed as inactive
Starred values were filed as active, the others as inactive; i = inactive; / = no result given.

SMILES	Scp1 inh	SUMO1-SIM PPI	STEP inh	MsrA inh	DNMT1 block	Rpn11 block	Tb MetRS inh	CSN deneddyl inh	LMPTP block	NadD inh
O=C1CN(C(=O)N[C@@H](Cc2ccccc2)C(=O)N[C@@H](Cc2ccccc2)C(=O)O)c2ccccc2N1	-1.4	6.3	4.2	-0.9	-3.7	i	0.4	-2.5	-0.6	0.4
O=C(CSc1ncnc2sccc12)N1CCN(C(=O)c2cccs2)CC1	7.3	3.5	-1.7	0.9	-0.3	i	-0.2	3.2	2.6	-4.6
Cn1c(=O)n(C)c(=O)n(CC(=O)N2CCCCC2)c1=O	-1.3	-0.6	-3.8	1.2	2.6	i	0.1	-0.4	-0.5	-0.5
O=C(CN1CCN(S(=O)(=O)c2cccc(Cl)c2)CC1)NCC1(N2CCOCC2)CCCCC1	-2.8	12.9	1.5	1.8	-0.6	i	0.2	0.1	-0.3	-1.0
O=C(Nc1ccccc1C(F)(F)F)c1ccc2nccnc2c1	-8.3	-21.0	-1.3	1.4	-0.7	i	-0.3	1.5	0.9	-3.7
Cc1c(Cl)ccc(S(=O)(=O)NCCN2CCOCC2)c1Cl	-2.0	0.0	1.9	-0.2	0.0	i	-1.0	0.8	-0.2	-6.2
O=C(CN1CCCCCC1)Nc1ccccc1Cl	2.3	7.3	-0.7	1.6	5.1	i	-2.2	3.5	-1.5	-4.0
COc1cc(-c2n[nH]c(=S)n2-c2cc(C(F)(F)F)ccc2Cl)cc(OC)c1OC	-5.1	4.0	-4.1	-0.6	-0.6	i	-0.6	-4.7	-0.3	1.0
Cc1cccc(NC(=O)CN2CCN(C(=O)c3c(C)nn(Cc4ccccc4)c3C)CC2)c1C	-3.9	2.4	0.3	-0.4	2.4	i	-0.4	-5.6	-3.5	1.8
O=C(NCc1ccccc1)/C(=C\c1ccc([N+](=O)[O-])cc1)NC(=O)c1ccco1	-9.2	-30.9	0.3	1.5	-0.6	i	-0.3	-4.6	-0.1	-6.2

Full records from above. Order of values: Scp1 inh	SUMO1-SIM PPI	STEP inh	MsrA inh	DNMT1 block	Rpn11 block	Tb MetRS inh	CSN deneddyl inh	LMPTP block	NadD inh
Results for O=C(Nc1ccccc1C(F)(F)F)c1ccc2nccnc2c1 = -8.3	-21.0	-1.3	1.4	-0.7	i	-0.3	1.5	0.9	-3.7
Results for O=C(CN1CCCCCC1)Nc1ccccc1Cl = 2.3	7.3	-0.7	1.6	5.1	i	-2.2	3.5	-1.5	-4.0
Results for Cc1c(Cl)ccc(S(=O)(=O)NCCN2CCOCC2)c1Cl = -2.0	0.0	1.9	-0.2	0.0	i	-1.0	0.8	-0.2	-6.2
Results for Cc1cccc(NC(=O)CN2CCN(C(=O)c3c(C)nn(Cc4ccccc4)c3C)CC2)c1C = -3.9	2.4	0.3	-0.4	2.4	i	-0.4	-5.6	-3.5	1.8

New compounds follow.
SMILES	Scp1 inh	SUMO1-SIM PPI	STEP inh	MsrA inh	DNMT1 block	Rpn11 block	Tb MetRS inh	CSN deneddyl inh	LMPTP block	NadD inh
O=S(=O)(c1ccc(N2CCOCC2)cc1)N1CCOCC1	-6.7	-0.3	-0.4	1.0	0.9	i	-0.4	3.7	0.1	1.5
COc1cccc2cc(C(=O)N3CCN(C45CC6CC(CC(C6)C4)C5)CC3)c(=O)oc12	-12.1	-6.8	0.5	2.4	1.8	i	0.2	1.4	-0.1	-6.4
CC(C)COC(=O)N(C)C[C@H]1OCc2cn(nn2)CCCC(=O)N([C@@H](C)CO)C[C@@H]1C	/	4.3	-3.3	1.7	1.7	i	-0.3	-5.0	-0.9	-5.4
CC(Oc1ccc2c(-c3ccccc3)cc(=O)oc2c1)C(=O)NC(Cc1c[nH]c2ccccc12)C(=O)O (configuration not stated)	-9.5	7.2	4.4	0.4	-5.0	i	0.3	0.9	-0.5	6.8
N#CC(C#N)=C1CCc2ccccc2N1	-5.5	-1.3	0.4	3.0	-0.3	i	0.2	3.4	0.1	-10.0
c1ccc(-c2nnc3sc(-c4csc5c4CCCC5)nn23)cc1	-7.2	5.2	19.6	-1.4	7.1	i	-0.4	2.7	8.3	11.6
OC1CCN(c2ncnc3c2nnn3Cc2c(F)cccc2Cl)CC1	6.3	0.8	1.7	0.1	-1.2	i	-0.1	4.9	-2.2	-1.5
O=C(COC(=O)Cc1ccc(-c2ccccc2)cc1)NCc1ccc(F)cc1	-3.7	1.7	-4.8	1.3	-13.2	i	0.9	-2.4	1.3	6.3
Clc1cccc(-c2nnc(SC/C=C/c3ccccc3)n2Cc2ccco2)c1	7.4	2.4	2.1	/	1.0	i	-0.1	0.8	11.5	9.5
CCc1nn(CC(=O)O)c(=O)c2ccccc12	-4.6	-1.7	-0.8	-0.1	-0.1	i	-0.6	1.8	-1.5	-2.2
N=c1oc2ccc(Cl)cc2cc1C(=O)NC1CCCCCC1	1.0	-5.9	-2.1	-1.5	-2.5	i	-0.8	4.4	-1.2	6.4
CCCCN(C=O)c1c(CC)nc2c(OCc3ccc(S(C)(=O)=O)cc3)cccn12	/	3.2	0.7	0.9	-7.5	i	-0.1	-3.3	-0.1	2.2
O=C1CC(c2ccccc2)CC(O)=C1C=NCCCO (configuration not stated)	2.6	0.4	-1.0	0.8	1.0	i	0.8	0.1	-1.7	-0.8
O=C1NC[C@H](CCCCN2C[C@H](Cc3ccc(O)cc3)N(CCc3ccc(O)cc3)C(=O)C2=O)N(Cc2ccccc2)C1=O	/	4.6	/	0.7	/	/	-1.1	-2.6	-1.1	13.1
COc1ccc(N2CCN(CC(=O)Nc3c(C)cccc3C)CC2)cc1	/	-2.0	2.1	1.5	1.8	i	0.4	3.7	-1.0	-3.8
CCCc1cc(=O)oc2cc(OCC(=O)NCC(O)c3ccccc3)ccc12 (configuration not stated)	-8.8	-1.0	-1.9	2.3	0.0	i	-0.2	0.0	0.0	-9.1
CCOc1ccc(S(=O)(=O)N2CCC(C(=O)NCc3ccco3)CC2)cc1C	-7.1	1.6	-0.2	-0.6	1.6	i	-0.4	-1.4	-0.5	-0.2
Cc1ccc(CNS(=O)(=O)c2ccc(Br)s2)cc1	-10.0	1.5	1.0	0.2	-1.6	i	0.2	-0.1	0.0	-6.1
COc1ccc(-c2cc3nc(-c4ccccc4)cc(N4CCC(O)CC4)n3n2)cc1	-0.8	-0.7	-4.6	0.5	-14.6	i	-0.5	1.2	2.6	2.2
CCOc1ccc(S(=O)(=O)Nc2cccc(C(=O)N3CCN(c4ccccn4)CC3)c2)cc1	/	-1.3	2.2	0.5	-1.5	i	-0.3	-1.9	1.7	0.6
COc1ccccc1C(=O)NC(=O)Nc1nc(-c2ccccc2)cc(C(F)(F)F)n1	-13.9	0.0	0.0	-0.2	5.1	i	0.5	-1.7	3.2	-6.6
CC(=O)c1ccc(N(CC(=O)NC2CCCCC2)C(=O)CNC(=O)c2cccs2)cc1	-2.3	4.2	-0.3	0.5	4.6	i	0.5	3.7	-1.0	0.9
Cc1ccc(S(=O)(=O)NCC(=O)OCC(=O)N(C)C2CCCCC2)cc1	-3.6	-2.1	-2.9	0.5	-0.5	i	-0.6	-0.3	-2.2	-0.4
O=C(NCCNC(=O)c1cccs1)c1ccco1	-5.5	-2.5	0.5	-0.6	1.0	i	-0.1	-2.5	-1.9	-2.0
Cc1cccc(NC(=O)CC2C(=O)NC3CCCCC3N2C(=O)c2ccccc2Cl)c1 (configuration not stated)	-3.8	-1.7	-4.4	0.3	-1.8	i	-0.1	-5.6	-1.0	1.0
CCCn1c(=O)c2ccccc2n2c(SCC(=O)c3ccccc3)nnc12	-2.7	3.4	4.8	-0.1	-3.7	i	-0.2	3.6	0.9	-2.2
COCCN(C(=O)C1CCCO1)c1c(N)n(CC(C)C)c(=O)[nH]c1=O (configuration not stated)	-7.5	4.5	-2.9	0.7	3.0	i	0.3	2.3	-2.4	-5.1
COCCNC(=O)C1(C)CCCN(Cc2cn(C)c3ccccc23)C1 (configuration not stated)	/	-6.5	3.1	-0.8	8.0	i	-0.3	0.3	0.9	4.0
COc1cc(C2Nc3ccc4ncccc4c3C3=C2C(=O)CCC3)ccc1O (configuration not stated)	-4.2	3.9	-1.6	2.4	-10.1	i	-0.9	0.5	2.0	-1.5
CC(Oc1ccc(Cl)cc1)C(=O)N/N=C/c1ccsc1 (configuration not stated)	-5.1	-6.0	-1.3	-0.5	4.5	i	-0.7	2.5	-0.8	0.0

Copied from the list:
Reading for Cc1ccc(S(=O)(=O)NCC(=O)OCC(=O)N(C)C2CCCCC2)cc1 in LMPTP block: -2.2
Reading for CC(Oc1ccc(Cl)cc1)C(=O)N/N=C/c1ccsc1 (configuration not stated) in Tb MetRS inh: -0.7
Reading for Cc1cccc(NC(=O)CC2C(=O)NC3CCCCC3N2C(=O)c2ccccc2Cl)c1 (configuration not stated) in Scp1 inh: -3.8

(cont.)
SMILES	Scp1 inh	SUMO1-SIM PPI	STEP inh	MsrA inh	DNMT1 block	Rpn11 block	Tb MetRS inh	CSN deneddyl inh	LMPTP block	NadD inh
CCCCOc1ccc(C2NC(=O)NC(C)=C2C(C)=O)cc1OCC (configuration not stated)	-2.8	-2.4	-1.1	0.4	0.8	i	-0.6	0.7	-2.9	-3.1
CCOC(=O)[C@H]1[C@H]2COc3ccc(Cl)cc3[C@@H]2N2C(=O)c3cc(Br)ccc3NC(=O)[C@@]12C	-14.2	-14.9	-1.4	-0.3	-9.0	i	-0.3	1.2	1.9	-4.4
O=C(O)c1ccc(-c2ccc(/C=C3\NC(=O)N(Cc4ccc(Cl)cc4)C3=O)o2)cc1Cl	81.2*	24.8	49.1*	2.1	88.5*	i	-0.1	34.5	9.5	14.1
NCCCC[C@H]1CNC(=S)N1CCCCC1CCCCC1	-2.7	-31.4	1.2	-0.1	6.0	i	0.0	5.9	-2.8	-2.3
C=CCNC(=O)c1cnn(-c2ccccc2)c1-c1ccccc1	-9.0	5.6	-0.8	-1.5	-0.6	i	-0.4	-1.4	-1.2	-3.9
COCCOc1cc2ncnc(N3CCC(C(=O)O)CC3)c2cc1OCCOC	-8.9	22.1	1.9	1.4	2.6	i	2.3	2.1	-1.1	-9.0
